# Screens from PubChem BioAssay.
# NTR1 agonist: NTR1-driven beta-arrestin-GFP spot formation – imaging, U2OS cells, high content, primary screen (AID 493036) | activation, % at 20 µM | P30989 | agonist mode | 330,000 compounds, 0.17% hits;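 active = activation at or above 40% of the spot to cytoplasm intensity ratio, with at least 20 cells analyzed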;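 also: 0% = DMSO without peptide and 100% = 100 nM NTR1 peptide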
# Target sequence (P30989 whole entry, looked up): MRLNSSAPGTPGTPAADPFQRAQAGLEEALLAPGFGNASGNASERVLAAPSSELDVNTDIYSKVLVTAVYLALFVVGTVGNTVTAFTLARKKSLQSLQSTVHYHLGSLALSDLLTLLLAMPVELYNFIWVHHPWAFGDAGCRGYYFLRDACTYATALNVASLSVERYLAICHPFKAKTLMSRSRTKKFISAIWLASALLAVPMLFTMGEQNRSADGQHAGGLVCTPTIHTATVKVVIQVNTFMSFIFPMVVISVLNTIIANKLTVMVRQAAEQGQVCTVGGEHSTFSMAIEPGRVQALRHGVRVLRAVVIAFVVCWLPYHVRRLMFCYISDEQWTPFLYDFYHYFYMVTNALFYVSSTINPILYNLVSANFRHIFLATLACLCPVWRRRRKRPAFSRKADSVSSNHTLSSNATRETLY
# GPR55 LPI antagonism: GPR55 antagonists blocking LPI-driven arrestin recruitment, primary screen, imaging, U2OS, beta-arrestin-GFP, LPI agonist (AID 2013); U2OS GPR55 beta-arrestin-GFP translocation imaging, LPI antagonism; higher % means a stronger effect; inhibition, % at 10 µM; hits with a dose series show IC50 in µM; 290,000 compounds, 0.13% hits;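 active = spots per cell inhibited over 60%, with over 100 cells counted and total cytoplasm intensity under 500,000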;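 also: U2OS cells stably carrying GPR55 and arrestin-GFP stimulated by 5 µM LPI near EC80; imaged beta-arrestin-GFP aggregate spots per cell after agonist stimulation; plate controls were LPI-stimulated DMSO wells for no effect and DMSO wells without LPI for full effect; some results filed as inactive read as strong as hits; confirmed hits need IC50 under 10 µM and bright autofluorescent wells are also inconclusive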
# Lipid droplet: hepatic lipid droplet formation modulation | inhibition, % at 6.5 µM | AML12 mouse hepatocytes, oleate lipid droplets, BODIPY imaging | 240,000 compounds, 0.4% hits;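 active = lipid droplet intensity inhibited by at least 50%, with more than 500 cells counted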
#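 Material – mouse AML12 hepatocyte cell line, fixed after treatment · Compound dosing – one dose, 6.5 µM compound · Times – compound with oleate, overnight · Measured by – Image-based BODIPY and DAPI two-channel analysis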
# MgcRacGAP inhibition: MgcRacGAP GTPase-activating activity inhibitors, confirmation, biochemical, ADP Hunter fluorescence; MgcRacGAP-stimulated Rac1 GTP hydrolysis, ADP Hunter fluorescence; higher % means a stronger effect; GST-tagged Rac1 F28L mutant substrate; inhibition, % at 30 µM, or IC50 in µM where a hit was titrated; 340,000 compounds, 0.6% hits;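 active = first-screen hits whose inhibition reached a set limit at any dose in the follow-up dose series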;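 also: fluorescence reports GDP produced by GAP-driven GTP hydrolysis; strong numbers were not always called active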
# Large T inhibition: TAg ATPase/helicase activity blockers – biochemical (AID 1903); SV40 large T antigen ATPase/helicase inhibition assay; higher % means a stronger effect; one-dose inhibition, % at 20 µM; IC50 in µM for titrated hits; 310,000 compounds, 0.39% hits; in the data active = a potency from the dose series; also: strong numbers were not always called active
# T cell HTS: T cell immune modulation candidate. 2C CD8+ T cell-vesicle binding, flow cytometry; active compounds read low. calls only at 7 µM. 330,000 compounds, 0.068% hits;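 active = response, share of CD8 T cells binding vesicles, and their 90th percentile fluorescence all below set limits, cut at about 80% in these data, passing the limit was not always enough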
#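 material = purified 2C TCR transgenic mouse naive CD8+ T cells | controls = Unloaded micro-vesicles (low), QL9 vesicles with 0.7% DMSO (high) | detection = cytometric PE anti-B7-1 and Alexa647 anti-CD8 signals after 1% paraformaldehyde fixation | incubation = binding step 1.5 h, 37 °C, antibody labelling 20 min, ice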
# GPR55 beta-arrestin: GPR55 agonists via beta-arrestin recruitment, primary screen, imaging, U2OS cells, beta-arrestin-GFP redistribution (AID 1961). U2OS GPR55 beta-arrestin-GFP redistribution imaging; higher % means a stronger effect. activation, % at 10 µM; hits with a dose series show EC50 in µM. 290,000 compounds, 0.048% hits;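 active = activation above 40% with more than 50 cells counted in the well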;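 also: U2OS osteosarcoma cells stably expressing GPR55 and beta-arrestin-GFP; plate controls were DMSO negative control for no effect and LPI positive control for full effect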
# LYP inhibition: inhibitors of LYP phosphatase, biochemical, fluorescence intensity, uHTS (AID 1779) | inhibition, % at 11.5 µM, or IC50 in µM where a hit was titrated | recombinant LYP phosphatase, fluorescence intensity; higher % means a stronger effect | 290,000 compounds, 0.054% hits; in the data active = inhibition above about 50%;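 also: plate controls were vehicle with enzyme for no effect and no enzyme for full effect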
# GPR35 antagonists: inhibition of zaprinast-stimulated GPR35 beta-arrestin translocation – imaging, U2OS, beta-arrestin-GFP, zaprinast agonist, primary screen (AID 2058). U2OS GPR35 beta-arrestin-GFP translocation imaging, zaprinast antagonism; higher % means a stronger effect. 290,000 compounds, 0.052% hits. inhibition, % at 10 µM, or IC50 in µM where a hit was titrated;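 active = inhibition of at least 50% with at least 30 cells and total cytoplasm GFP at most 10,000,000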
# Lipid droplet cells 6.5 µM: recorded beside Lipid droplet, whose call it bears; cell count; measured here: cell count, cytotoxicity flag;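 cells counted across two imaged fields per well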
# T cell HTS vesicle-bound %: also measured in T cell HTS; calls as there; double positive events, %; measured here: CD8+ vesicle-bound cell fraction;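 binding gate set so that unloaded-vesicle control wells show 10% double positive cells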
# NTR1 agonist cell count 20 µM: also measured in NTR1 agonist; calls as there; cell count; measured here: cell count, cytotoxicity flag
# Active calls of the source: *; i = inactive; . = not tested or not shown.
SMILES,NTR1 agonist,NTR1 agonist cell count 20 µM,GPR55 LPI antagonism,Lipid droplet,Lipid droplet cells 6.5 µM,MgcRacGAP inhibition,Large T inhibition,T cell HTS,T cell HTS vesicle-bound %,GPR55 beta-arrestin,LYP inhibition,GPR35 antagonists
CCOC(=O)N1CCN(C(=O)c2ccc3nc4ccsc4c(=O)n3c2)CC1,-0.8,43,-9%,-5,711,8%,2%,i,41,-0.3%,4%,-6%
O=C(Nc1cc2ccccc2oc1=O)C1CCCCC1,4.8,68,14%,.,.,-2%,-1%,i,63,-0.1%,-7%,-1%
c1ccc2cc(Cn3ccnc3)ccc2c1,0.1,63,2%,7,818,12%,5%,i,51,0.5%,-10%,8%
C/C(=N/NS(=O)(=O)c1ccc(Cl)cc1)c1cccc(NC(=O)c2ccncc2)c1,0.1,58,2%,8,876,11%,24%,i,8,0.4%,1%,32%
NC(=O)[C@@H]1CCCNc2c(F)cc([N+](=O)[O-])cc2C(=O)N[C@@H](CO)C(=O)N[C@@H](Cc2ccc(O)cc2)C(=O)N1,-2.0,92,-4%,10,745,6%,7%,i,33,0.2%,-2%,0%
CCC(=O)N(Cc1ccco1)C1CC(=O)N(c2ccccc2)C1=O (stereo not given),0.0,76,1%,17,671,6%,6%,i,50,-0.5%,1%,10%
CCCCc1cc2c(cn1)=C(OC(=O)c1cnc3ccccc3n1)C(C)(OC(=O)CC)C(=O)C=2 (stereo not given),1.3,57,2%,-5,739,.,.,.,.,-0.1%,-9%,-3%
CCCOC1OC(=O)c2c1ccc(OC)c2OC (stereo not given),2.2,68,-6%,-1,633,10%,5%,i,32,-0.1%,0%,4%
CSc1cc(-c2ccc(Cl)cc2)[nH]c(=O)c1C#N,1.8,103,19%,0,672,2%,3%,i,60,0.2%,-10%,-20%
COc1ccc(OCC(O)Cn2c(Nc3cccc(C)c3)nc3c2c(=O)n(C)c(=O)n3C)cc1 (stereo not given),22,54,1%,2,704,2%,6%,i,41,-0.2%,6%,3%
O=C(NNC(=O)C1C2C=CC(C2)C1C(=O)O)c1ccccc1 (stereo not given),-0.4,42,-17%,-6,703,9%,10%,i,13,-0.2%,-10%,6%
CC(Sc1nncn1C)C(=O)Nc1ccc(Cl)cn1 (stereo not given),1.2,53,3%,2,700,-11%,11%,i,4,-0.6%,0%,-3%
O=C(Nc1ncccn1)c1cc(-c2ccc(F)cc2)nc2ccccc12,-0.8,44,2%,-5,694,6%,8%,i,48,0.2%,3%,-12%
CCOC(=O)C1(CC2CC2)CCN(Cc2ccc(OC)cc2F)CC1,3.4,83,21%,-2,607,12%,-5%,i,55,0.2%,-4%,10%
Cn1c(=O)[nH]c(=O)c2c1nc(Br)n2CCC(=O)c1ccccc1,1.7,86,4%,.,.,4%,6%,i,13,0.2%,-5%,12%
CCOC(=O)c1c(NC(=S)NC(C)=O)sc(C)c1C,1.4,33,-3%,-2,643,-2%,10%,i,14,0.0%,3%,3%
CCN(Cc1cnn(C)c1)C(=O)c1cc(COc2ccc(F)cc2F)on1,0.7,52,0%,-3,649,12%,-2%,i,20,0.9%,-8%,10%
COc1ccc(CCNC(=O)CN2CCOc3ccccc32)cc1OC,-0.5,48,3%,-2,755,2%,3%,i,22,0.3%,-5%,15%
CC(C)c1ccc(/C=N/NC(=O)CN(c2cccc(Cl)c2Cl)S(C)(=O)=O)cc1,48*,53*,-10%,.,.,4%,4%,i,30,-0.1%,13%,28%
O=C(CSc1ncnc2c1oc1ccccc12)Nc1cccc(C(F)(F)F)c1,1.4,65,-15%,.,.,0%,-1%,i,39,0.2%,-8%,10%
CN(C)/C=N/c1nc2nccc(-c3ccccn3)n2n1,0.2,24,11%,.,.,3%,7%,i,49,0.6%,0%,-11%
CCC(C)(C(=O)NC1CCCCC1)N(C(=O)CNC(=O)c1ccccc1)c1c(C)n(C)n(-c2ccccc2)c1=O (stereo not given),1.0,69,4%,9,787,4%,10%,i,61,0.7%,-11%,2%
COc1ccc(C)cc1NC(=O)CSc1nnc(-c2ccco2)n1N,1.0,75,6%,.,.,9%,21%,i,47,-0.2%,-4%,-7%
CCOC(=O)c1c(S(=O)(=O)NCC(=O)N2CCN(c3cccc(OC)c3)CC2)c(C)n(C)c1C,-1.6,56,5%,-11,749,10%,10%,i,22,-0.2%,-10%,17%
COC(=O)C(C)Sc1nc2ccsc2c(=O)n1Cc1ccccc1 (stereo not given),-0.2,42,-3%,-2,836,5%,0%,i,13,0.3%,-3%,26%

# Part of the list above in order of molar mass, largest number first.
SMILES,NTR1 agonist,NTR1 agonist cell count 20 µM,GPR55 LPI antagonism,Lipid droplet,Lipid droplet cells 6.5 µM,MgcRacGAP inhibition,Large T inhibition,T cell HTS,T cell HTS vesicle-bound %,GPR55 beta-arrestin,LYP inhibition,GPR35 antagonists
CC(C)c1ccc(/C=N/NC(=O)CN(c2cccc(Cl)c2Cl)S(C)(=O)=O)cc1,48*,53*,-10%,.,.,4%,4%,i,30,-0.1%,13%,28%
O=C(CSc1ncnc2c1oc1ccccc12)Nc1cccc(C(F)(F)F)c1,1.4,65,-15%,.,.,0%,-1%,i,39,0.2%,-8%,10%
COC(=O)C(C)Sc1nc2ccsc2c(=O)n1Cc1ccccc1 (stereo not given),-0.2,42,-3%,-2,836,5%,0%,i,13,0.3%,-3%,26%
COc1ccc(C)cc1NC(=O)CSc1nnc(-c2ccco2)n1N,1.0,75,6%,.,.,9%,21%,i,47,-0.2%,-4%,-7%
CCC(=O)N(Cc1ccco1)C1CC(=O)N(c2ccccc2)C1=O (stereo not given),0.0,76,1%,17,671,6%,6%,i,50,-0.5%,1%,10%
O=C(NNC(=O)C1C2C=CC(C2)C1C(=O)O)c1ccccc1 (stereo not given),-0.4,42,-17%,-6,703,9%,10%,i,13,-0.2%,-10%,6%
CSc1cc(-c2ccc(Cl)cc2)[nH]c(=O)c1C#N,1.8,103,19%,0,672,2%,3%,i,60,0.2%,-10%,-20%
CN(C)/C=N/c1nc2nccc(-c3ccccn3)n2n1,0.2,24,11%,.,.,3%,7%,i,49,0.6%,0%,-11%
c1ccc2cc(Cn3ccnc3)ccc2c1,0.1,63,2%,7,818,12%,5%,i,51,0.5%,-10%,8%

# The listing continues.
SMILES,NTR1 agonist,NTR1 agonist cell count 20 µM,GPR55 LPI antagonism,Lipid droplet,Lipid droplet cells 6.5 µM,MgcRacGAP inhibition,Large T inhibition,T cell HTS,T cell HTS vesicle-bound %,GPR55 beta-arrestin,LYP inhibition,GPR35 antagonists
CCOc1cc(/C=N\Nc2nc(-c3ccc(C)cc3)c(NC(C)=O)s2)ccc1O,3.9,59,5%,-4,625,8%,27%,i,25,-0.3%,-4%,4%
CCOn1c(SCC)nc2ccccc2c1=O,0.7,96,1%,.,.,3%,2%,i,42,-0.1%,-8%,19%
CN(CCO)c1ccc([N+](=O)[O-])cc1C(=O)O,-1.0,60,-2%,-6,621,10%,26%,i,13,0.2%,-1%,-1%
CCN(CC)S(=O)(=O)c1cccc(C(=O)N/N=C/c2cc(OC)c(O)c(OC)c2)c1,0.5,45,-4%,-27,637,14%,7%,i,42,0.2%,4%,-1%
O=C(c1ccc2ccccc2n1)N1CCN(c2ccccn2)CC1,-0.3,42,5%,22,704,0%,-2%,i,58,0.0%,-6%,-10%
C#CCOC(=O)c1ccccc1C(=O)OCC#C,2.8,57,1%,.,.,3%,6%,i,12,-0.2%,-7%,1%
CCc1ccc(-c2nc(CS(=O)CC(=O)NCc3ccc4c(c3)OCO4)c(C)o2)cc1 (stereo not given),-0.5,60,-8%,-2,719,9%,10%,i,35,-0.1%,-9%,-2%
COc1cc(C2c3c(-c4cc(Cl)c(C)cc4O)n[nH]c3C(=O)N2Cc2cccnc2)ccc1O (stereo not given),1.5,85,7%,.,.,4%,10%,i,37,-0.3%,-1%,2%
CC1CCc2sc(C(=O)NNS(=O)(=O)c3ccc(F)c(F)c3F)cc2C1 (stereo not given),-1.0,62,.,.,.,3%,7%,i,25,.,.,.
O=C(CSc1ncn(-c2ccccc2)n1)Nc1nncs1,-1.5,104,2%,11,661,6%,-5%,i,21,0.0%,-5%,-1%
c1ccc(Nc2nc3ccccc3n3nnnc23)cc1,1.8,83,8%,16,738,6%,7%,i,46,-0.1%,3%,5%
CCOc1cc(Br)c(CN2C(=O)NC3(CCCCCC3)C2=O)cc1OCC,2.8,69,11%,2,773,4%,-4%,i,38,0.0%,0%,2%
CCN(CC)CCNC(=O)c1ccc(NC(=O)COc2ccccc2F)cc1,-0.8,95,-1%,40,674,8%,8%,i,67,0.2%,-6%,4%
O=C(Nc1ccc(-c2noc(CCc3ccccc3)n2)cc1)c1ccco1,5.2,66,6%,10,656,7%,-1%,i,8,-0.1%,2%,9%
S=C(Nc1nc2c(s1)CCCC2)NC1CC1,2.6,34,6%,-4,812,5%,8%,i,54,-0.1%,-3%,-10%
OCC[C@H]1C[C@@H](O)[C@H](O)[C@@]2(OCCc3ccccc32)O1,1.6,65,.,.,.,5%,16%,i,23,.,.,.
CCOC(=O)c1c(NC(=O)COC(=O)/C=C/c2ccco2)sc2c1CC(C)(C)NC2(C)C,18,81,.,.,.,9%,23%,i,35,.,.,.
Cc1onc(-c2ccccc2Cl)c1C(=O)Nc1ccc(-n2nncc2C(C)(C)C)cc1,0.6,80,7%,0,664,7%,3%,i,16,-0.3%,4%,10%
CCCN(CCC)C(=O)C1CC(=O)OC12CCCCC2 (stereo not given),1.8,54,11%,-25,720,.,6%,i,45,0.0%,-3%,21%
